GSTO1 inh: blocks human GSTO1 in RBBP9 counter-screen; P78417; recombinant GSTO1, activity-based probe fluorescence polarization; inhibition, % at 5.96 µM; 300,000 compounds, 1.1% hits; AID 1974;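 active = inhibition above the campaign mean inhibition plus 3 SD, cut at about 35% in these data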;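 also: 0% = GSTO1-1 with DMSO and 100% = wells lacking GSTO1-1 enzyme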
Target sequence (P78417 whole entry, looked up): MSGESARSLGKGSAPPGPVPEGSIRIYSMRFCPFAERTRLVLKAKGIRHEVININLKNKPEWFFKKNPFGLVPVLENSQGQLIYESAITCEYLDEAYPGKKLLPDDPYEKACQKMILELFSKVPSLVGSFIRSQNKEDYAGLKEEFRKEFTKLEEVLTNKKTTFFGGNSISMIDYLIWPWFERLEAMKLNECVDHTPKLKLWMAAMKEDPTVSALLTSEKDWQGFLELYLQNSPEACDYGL
Fam108B counter: Fam108B inhibition, counter-screen for RBBP9 inhibitors; recombinant Fam108B, FP-Rh probe fluorescence polarization; inhibition, % at 9.51 µM; 300,000 compounds, 0.33% hits; AID 1947;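 active = inhibition above the screen mean inhibition plus 3 SD, computed separately per campaign, cut at about 18% in these data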;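 also: inhibitors lower polarization as less probe binds the enzyme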
MCL1-BIM inh: inhibitors of human MCL1 binding to BIM-BH3 peptide. Q07820. GST-MCL1 / FITC-Bim-BH3 fluorescence polarization. inhibition, % at 10.9 µM. 320,000 compounds, 0.68% hits;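 active = inhibition above the mean inhibition of all tested compounds plus 3 SD, set per campaign, cut at about 40% in these data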;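 also: 0% = DMSO wells and 100% = unlabeled Bim-BH3 peptide control; higher means more loss of mP so more displacement of Bim peptide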
GLD-1 RNA inh: GLD-1-TGE RNA interaction inhibition (C. elegans); 320,000 compounds, 0.44% hits; purified GLD-1 + fluorescein TGE RNA, fluorescence polarization; inhibition, % at 5.96 µM; Q17339;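 active = percent inhibition above a per-plate cutoff, the plate mean of test compounds plus 3 SD, cut at about 30% in these data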;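 also: 0% = DMSO wells with GLD-1 and probe and 100% = wells lacking GLD-1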
PAD4 FP inh: blocks human protein arginine deiminase 4; Q9UM07; recombinant PAD4, RCA probe fluorescence polarization; inhibition, % at 6.36 µM; 330,000 compounds, 0.41% hits; AID 485272;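 active = percent inhibition above a cutoff equal to the mean of all tested compounds plus 3 SD, cut at about 15% in these data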;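 also: 0% = PAD4 with RCA probe and DMSO and 100% = probe without PAD4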
PME-1 primary: PME-1 (human) inhibition; recombinant PME-1, FP-Rh probe fluorescence polarization; AID 2130; Q9Y570; inhibition, % at 5.9 µM; 320,000 compounds, 0.53% hits;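 active = inhibition above the campaign mean of all compounds plus 3 SD, cut at about 26% in these data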;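 also: competitive labeling of PME-1 active site by serine hydrolase directed probe; 0% = PME-1 with DMSO and 100% = wells lacking PME-1 enzyme; inhibitors block probe labeling so polarization falls and inhibition rises; many of its hits are not listed in these tables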
TPT1 inh: blocks Candida albicans tRNA 2'-phosphotransferase; recombinant caTPT1, FP RNA substrate dephosphorylation; inhibition, % at 5 µM; 300,000 compounds, 0.81% hits;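 active = inhibition above the mean of all tested compounds plus 3 SD, set per screening campaign, cut at about 24% in these data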;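 also: plate controls were DMSO alone for no effect and ferristatin control at 100 nM for full effect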
Bcl-xL primary: Bcl-xL (human) inhibition. Q07817. GST-Bcl-xL / FITC-Bim BH3 peptide fluorescence polarization. inhibition, % at 10.9 µM. 320,000 compounds, 0.7% hits;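 active = inhibition above the mean of all tested compounds plus 3 SD, cutoff set per campaign, cut at about 30% in these data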;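 also: 0% = DMSO wells and 100% = unlabeled Bim-BH3 peptide competitor; inhibitors lower millipolarization by displacing the labeled peptide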
Target sequence (Q07817 whole entry, looked up): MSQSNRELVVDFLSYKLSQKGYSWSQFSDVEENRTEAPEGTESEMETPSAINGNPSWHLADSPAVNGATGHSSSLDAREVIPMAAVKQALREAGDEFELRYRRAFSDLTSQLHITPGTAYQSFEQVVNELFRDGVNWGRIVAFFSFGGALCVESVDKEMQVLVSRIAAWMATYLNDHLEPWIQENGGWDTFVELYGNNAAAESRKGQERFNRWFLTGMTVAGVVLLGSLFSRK
MEX-5 binding: C. elegans MEX-5 TCR-2 RNA binding activity. Q9XUB2. MEX-5/FITC-TCR2 RNA binding, fluorescence polarization; hits give low values. activity score (negative = inhibition of binding), % at 10 µM. 300,000 compounds, 0.38% hits. AID 1832;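 active = inhibition past about -25% in most replicates, and total fluorescence under double the plate's negative control median, limit read from the data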;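 also: 0% = DMSO and -100% = 5 µM competing unlabeled TCR2 RNA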
Target sequence (Q9XUB2 whole entry, looked up): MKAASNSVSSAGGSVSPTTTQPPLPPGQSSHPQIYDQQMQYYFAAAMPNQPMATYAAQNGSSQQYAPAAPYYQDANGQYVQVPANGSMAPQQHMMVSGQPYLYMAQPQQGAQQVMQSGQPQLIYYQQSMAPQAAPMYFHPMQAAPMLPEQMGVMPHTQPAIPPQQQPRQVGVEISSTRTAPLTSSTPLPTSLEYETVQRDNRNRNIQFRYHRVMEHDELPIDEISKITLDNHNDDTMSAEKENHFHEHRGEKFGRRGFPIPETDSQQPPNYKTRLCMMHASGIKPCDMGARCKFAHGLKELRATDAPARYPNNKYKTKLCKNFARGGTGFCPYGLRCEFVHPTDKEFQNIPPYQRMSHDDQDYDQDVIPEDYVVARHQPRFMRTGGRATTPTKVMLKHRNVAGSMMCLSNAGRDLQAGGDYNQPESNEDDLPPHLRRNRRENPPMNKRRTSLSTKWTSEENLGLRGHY
Active calls of the source: *; nt = no result given.

SMILES	GSTO1 inh	Fam108B counter	MCL1-BIM inh	GLD-1 RNA inh	PAD4 FP inh	PME-1 primary	TPT1 inh	Bcl-xL primary	MEX-5 binding
O=C(NCc1ccccc1F)C(=O)NCC1OCCCN1S(=O)(=O)c1cccs1 (stereo not drawn)	6	-2	-1	-1	3	-5	1	2	2.2
Cc1nn(C)c(C(=O)NNC(=S)Nc2ccc(Cl)cc2)c1[N+](=O)[O-]	1	4	1	-2	-5	-1	-2	3	0.9
COc1cccc2c1c(NC(=O)c1cc(C)on1)nn2C	-3	1	2	7	-1	4	3	1	-2.9
COCCn1c(N)c(NCc2ccccc2)c(=O)n(CC(=O)Nc2cc(C)ccc2C)c1=O	-2	-4	0	10	-2	7	-2	1	-1.2
COc1cccc(OC)c1C(=O)Nc1ccncc1	1	-4	-1	3	4	1	-4	1	2.2
CCOc1ccccc1NC(=O)Nc1cccc(S(N)(=O)=O)c1	-8	-1	-3	-1	2	4	1	-4	0.3
NC(=O)[C@H]1CC2(CC(c3cccc(NC(=O)COc4ccc(Cl)cc4)c3)=NO2)CN1C(=O)Cc1ccc([N+](=O)[O-])cc1 (stereo partly drawn)	-12	-4	0	5	-1	-15	0	1	1.8
O=[N+]([O-])c1ccc(Sc2ccccc2Cl)nc1	6	3	-2	0	-1	-1	2	4	0.5
CCn1nnnc1SCC(=O)N1c2ccccc2NC(=O)CC1C (stereo not drawn)	nt	nt	-3	3	2	-1	nt	-4	nt
O=C(CSc1ccccc1)NCCc1ccccc1	3	2	12	6	2	3	1	4	-1.4
COc1ccc(/C=C/c2nnc(NC(=O)COc3cccc(C)c3)s2)cc1	1	-2	-4	-1	4	1	1	0	-0.5
CCOc1ccc(OCCCC(=O)NCCc2ccc(OC)cc2)cc1	0	2	-3	3	2	5	3	-2	0.7
COc1ccccc1-c1cn[nH]c(=S)n1	-7	0	16	-1	-5	4	0	17	-1.8
Cc1cc(C(C)(C)C)cc(S(=O)(=O)Nc2cccc(C(=O)O)c2)c1C	-8	-4	6	3	-2	1	4	4	-0.3
Cc1ccc(CN(C)C(=O)c2ccccc2Oc2ccccc2)o1	3	-2	9	-2	2	-2	1	19	0.9
COC(=O)C(C)n1cnc2c(cnn2-c2ccc(Cl)cc2)c1=O (stereo not drawn)	0	4	-2	4	-6	-2	-1	-1	0.8
CCN(c1ccccc1)S(=O)(=O)c1ccc2c(c1)CC(C)N2C(=O)C1CC1 (stereo not drawn)	0	2	1	3	-7	2	1	1	-0.4
C/C(=N/NC(=O)CNc1ccc(C)cc1)c1ccc(Br)s1	8	-4	2	1	-2	12	2	2	-2.4
CC1(c2nnc(-c3cccc(Cl)c3)o2)CC(c2ccc(Cl)cc2)=NO1 (stereo not drawn)	2	-1	7	0	5	-3	3	2	-0.1
O=C1CCCc2oc3c(cc(NS(=O)(=O)c4ccc5c6c(cccc46)C(=O)N5)c4ccccc43)c21	-4	3	6	12	-18	-24	-4	9	1.7
COc1ccccc1N/N=C/c1ccc2c(c1)OCO2	1	3	11	6	2	6	-1	11	-1.5
CCN1CCN(c2nc3c(C)cccn3c(=O)c2/C=C(\C#N)C(=O)NCCCOC)CC1	-1	-1	4	5	-8	7	1	6	-1.0
CCCn1nc(C(=O)NCc2ccc3c(c2)OCO3)c2ccccc2c1=O	-6	0	1	1	-3	2	3	2	-0.2
COc1ccc(CC(=O)NNC(=O)CN(C)S(=O)(=O)c2ccc(Cl)cc2)cc1OC	nt	nt	-5	2	6	-1	nt	-1	nt
C=CCn1c(SCC(=O)c2cc(C)n(Cc3cccs3)c2C)nnc1-c1ccncc1	7	0	4	-2	2	2	0	2	1.8
O=C1CC2(CCN(C(=O)COc3ccc(Cl)cc3)CC2)Oc2ccccc21	6	-1	9	9	-3	1	-7	4	2.6
NC(=S)N/N=C1\CC(n2nnnc2-c2ccccc2)C2COC1O2 (stereo not drawn)	-3	0	8	0	-4	-1	1	7	-0.3
CCc1cc2c(=O)c(-c3nc4ccccc4n3C)c(C)oc2cc1OC(C)=O	3	-4	-1	6	-1	-10	-3	0	0.7
Fc1ccccc1N1CCN(c2nnnn2-c2ccccc2)CC1	8	5	10	8	-3	4	-3	2	0.6
Cc1cc(N2CC(C(=O)NCc3cccnc3)CC2=O)ccc1C(C)C (stereo not drawn)	8	3	9	20	-2	-6	0	9	-4.8
CCOC(=O)/C=C1\SCC(=O)N1CC(=O)NC1CCCCC1	4	-4	-3	5	-2	-7	-3	-2	1.5
CC1CN(/C=C/C(=O)C(F)(F)F)CC(C)O1 (stereo not drawn)	3	-2	5	5	-6	0	3	2	-0.1
C=CCNC(=S)NC(=O)c1oc2ccccc2c1C	4	-5	14	-4	-2	1	2	7	0.1
CCOc1ccccc1-n1nnnc1SCC(=O)OC	-4	-5	-5	2	-2	4	5	-5	1.5
CC(c1ccccc1)N(CCC(c1ccccc1)C1CCOC(C)(C)C1)C(=O)c1ccco1 (stereo not drawn)	-1	-1	-2	2	1	10	-1	-1	3.5
Cc1ccc(S(=O)(=O)NCc2ccccn2)c(C)c1C	1	-2	5	4	-3	-2	2	4	0.0
Cc1ccc(NC(=O)CCN2C(=O)c3cccc([N+](=O)[O-])c3C2=O)c(Br)c1	-1	0	0	4	-2	1	1	-2	1.8
CC1CCN(c2ccc(C(=O)O)cc2N)CC1	13	3	11	-1	1	-2	-3	1	1.1
CCCCOc1ncnc2c1[nH]c1ccc(OCC)cc12	-2	1	10	10	1	5	4	1	1.4
O=C1C(Cc2ccccc2)Nc2ncnc(N3CCCCC3)c2N1Cc1ccc(Cl)cc1 (stereo not drawn)	5	2	8	-3	2	-1	0	6	5.7

Nothing new here: an excerpt of the list.
SMILES	GSTO1 inh	Fam108B counter	MCL1-BIM inh	GLD-1 RNA inh	PAD4 FP inh	PME-1 primary	TPT1 inh	Bcl-xL primary	MEX-5 binding
Fc1ccccc1N1CCN(c2nnnn2-c2ccccc2)CC1	8	5	10	8	-3	4	-3	2	0.6
Cc1cc(N2CC(C(=O)NCc3cccnc3)CC2=O)ccc1C(C)C (stereo not drawn)	8	3	9	20	-2	-6	0	9	-4.8
CCOC(=O)/C=C1\SCC(=O)N1CC(=O)NC1CCCCC1	4	-4	-3	5	-2	-7	-3	-2	1.5
CC1CN(/C=C/C(=O)C(F)(F)F)CC(C)O1 (stereo not drawn)	3	-2	5	5	-6	0	3	2	-0.1
C=CCNC(=S)NC(=O)c1oc2ccccc2c1C	4	-5	14	-4	-2	1	2	7	0.1
CCOc1ccccc1-n1nnnc1SCC(=O)OC	-4	-5	-5	2	-2	4	5	-5	1.5
CC(c1ccccc1)N(CCC(c1ccccc1)C1CCOC(C)(C)C1)C(=O)c1ccco1 (stereo not drawn)	-1	-1	-2	2	1	10	-1	-1	3.5
Cc1ccc(S(=O)(=O)NCc2ccccn2)c(C)c1C	1	-2	5	4	-3	-2	2	4	0.0
Cc1ccc(NC(=O)CCN2C(=O)c3cccc([N+](=O)[O-])c3C2=O)c(Br)c1	-1	0	0	4	-2	1	1	-2	1.8
CC1CCN(c2ccc(C(=O)O)cc2N)CC1	13	3	11	-1	1	-2	-3	1	1.1
CCCCOc1ncnc2c1[nH]c1ccc(OCC)cc12	-2	1	10	10	1	5	4	1	1.4
O=C1C(Cc2ccccc2)Nc2ncnc(N3CCCCC3)c2N1Cc1ccc(Cl)cc1 (stereo not drawn)	5	2	8	-3	2	-1	0	6	5.7

Other results follow:
SMILES	GSTO1 inh	Fam108B counter	MCL1-BIM inh	GLD-1 RNA inh	PAD4 FP inh	PME-1 primary	TPT1 inh	Bcl-xL primary	MEX-5 binding
CC(=O)c1ccc(OCc2cc(C(=O)N3CCN(c4ccccc4)CC3C)no2)cc1 (stereo not drawn)	2	-1	-1	4	5	2	2	6	-1.0
OCc1nc2ccccc2n1CCc1ccccc1	-1	0	5	-5	-2	0	-2	0	1.6
Cc1ccc2nc(NC(=O)CSCC(=O)Nc3cc(C)on3)sc2c1	nt	nt	13	7	4	8	nt	0	nt
COc1cc(Nc2nc(SCC#N)nc3ccccc23)cc(OC)c1OC	14	-1	7	2	3	-1	0	0	1.4
CCCCSC(=S)N(C)C1CCS(=O)(=O)C1 (stereo not drawn)	9	3	0	-1	-3	3	-7	5	0.2
CCn1cnc2sc(C(=O)Nc3ccccc3OC)c(C)c2c1=O	5	-2	4	-1	-3	0	2	2	2.1
O=C1CCC(C(=O)NCCN2C(=O)S/C(=C\c3cccnc3)C2=O)=NN1	-5	3	2	6	3	-1	2	-12	1.1
CCOC(=O)/C(=N\Nc1cc(Cl)ccc1Cl)N1CCN(C)CC1	-5	1	4	2	0	6	-1	6	-0.1
CCCN1C(=O)C2(C(C(=O)c3ccc(C)o3)=C(O)C(=O)N2CCCN2CCOCC2)c2ccccc21 (stereo not drawn)	2	-3	5	7	-5	-5	0	5	1.9
CC(Sc1nc2ccccc2[nH]1)C(=O)Nc1ccccc1F (stereo not drawn)	1	3	-8	6	-5	-5	-4	2	4.4
O=C(ON=C1CCN(S(=O)(=O)c2ccccc2)CC1)c1ccc(F)cc1	-8	2	2	-4	4	2	-2	-2	-0.7
O=C(CN1CCCCC1)Nc1ccccc1Cl	6	1	2	-6	-1	2	-5	8	0.5
Cc1cccc(NS(=O)(=O)c2ccc(-n3cccn3)cc2)c1C	1	2	6	-5	2	9	1	7	0.6
Cc1ccccc1OCC(=O)NNC(=O)c1ccc2c(=O)n3c(nc2c1)CCC3	12	0	2	5	0	-5	1	5	-2.2
COC(=O)CN1C(=O)[C@H]2[C@@H](c3ccc(C)o3)N3C(=O)CN(CCO)C(=O)[C@@]3(Cc3ccccc3)[C@H]2C1=O	5	-1	2	-2	2	-4	0	5	1.3
COc1ccc(NC(=O)C(C)N2C(=O)c3ccccc3C2=O)c(OC)c1 (stereo not drawn)	2	6	2	5	1	-3	-3	1	2.1
O=C(NCCC1CCCCN1S(=O)(=O)c1cccs1)C(=O)Nc1ccccc1 (stereo not drawn)	-5	1	0	1	0	-1	1	4	0.7
CCOC(=O)Cc1csc(NC(=O)CSc2nnc(C(C)C)n2C)n1	1	3	7	-8	-4	-6	3	2	2.2
CC(C)Cn1c(=S)[nH]c2cc(C(=O)O)ccc2c1=O	-5	-2	11	3	2	-8	-3	6	-1.8
O=C(CCc1nc2ccccc2c(=O)[nH]1)Nc1nnc(SCc2ccc(Cl)cc2)s1	-1	-1	18	10	-1	0	1	17	-9.1
O=C(NCc1ccccn1)C(=O)NCC1OCCCN1S(=O)(=O)c1ccc(F)cc1 (stereo not drawn)	3	2	3	-5	0	5	-2	2	-2.0
Cc1ccccc1NC(=O)CNC(=O)Cc1cccc2ccccc12	3	-3	-4	1	-7	-3	9	3	1.6

Only part of the results is shown. The share of hits here may be higher or lower than overall.
